# Assay outcomes deposited in PubChem by Broad Institute.
# ARNT-TACC3 inh – ARNT/TACC3 interaction disruption | Q9Y6A5 | inhibition, % at 9.99 µM | AlphaScreen His-ARNT PAS-B/GST-TACC3 binding, luminescence; TACC3 fragment carries E629A point mutation | AID 623870 | actives 0.66% (n = 390,000);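 active means mean inhibition of replicates at least 50% and at least half of replicates each reaching 50%; inconclusive means half or more replicates reach 50% but mean below 50%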;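 further: 0% = complete ARNT plus TACC3 wells and 100% = ARNT alone without TACC3; many hits fall short of the cut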
# Xi reactivation – reactivates the inactive X chromosome in mouse fibroblasts. actives 0.055% (n = 360,000). XiGFP mouse fibroblasts, % GFP-positive cells imaging, 3 d; cells co-treated with 5-aza-dC sensitizer; scaled so ellipticine positive control = 100%. activation, % at 7.58 µM;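 active means mean normalized replicate activation at least 10% and every replicate at or above 10%; inconclusive means only one of the two criteria met; inactive means mean below 10% and not all replicates reach 10%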;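 further: 0% = median of on-plate neutral control wells and 100% = ellipticine 6 µM median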
#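 Assay system: SV40-immortalized XiGFP fibroblast cells, line 68-5-11; buffer or medium: DMEM plus 5-aza-dC sensitizer; compound: one concentration, pinned; timing: compounds 3 days, fix/stain 15 min at room temperature; benchmarks: positive control ellipticine, 6 µM final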
# CFTR F508del cor – correctors of CFTR F508del function in bronchial epithelial cells; CFBE cells, YFP halide quenching; stimulated with forskolin plus potentiator P3; % fluorescence drop versus neutral controls; activity (quench increase), % at 7.58 µM; actives 0.36% (n = 350,000); AID 720511;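 active means mean added fluorescence quench of at least 8% versus neutral control, with both replicates also reaching 8%; inconclusive means only one of the mean or replicate conditions met; inactive means mean below 8% and not both replicates reaching 8%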;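 further: cells transiently co-express mutant CFTR-F508del with the halide-sensitive YFP; corrector assay measuring rescue of mutant channel to the surface after 24 h compound exposure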
# esBAF inh – inhibitors of esBAF chromatin remodeling in mouse ES cells. AID 602393. Bmi1-luciferase knock-in reporter, 24 h; 100% = twice the neutral-well signal. actives 2% (n = 350,000). reporter increase, % at 12.5 µM; in the data active means activation above about 40%; inconclusive means no clear call, values can overlap the other calls;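 further: 0% = median of the plate's neutral control wells and 100% = double that signal; a rise in the Bmi1 reporter signal indicates esBAF inhibition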
# ERAP1 inh – inhibitors of human ERAP1 aminopeptidase; Q9NZ08; recombinant ERAP1, Leu-AMC fluorescence, 60 min; inhibition, % at 10.7 µM; actives 0.15% (n = 340,000); AID 652197;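 active means mean replicate inhibition of at least 30%, or all replicates individually reaching that 30% level; inactive means mean below 30% and not every replicate reaching it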;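 further: 0% = neutral control wells and 100% = L-leucinethiol positive control wells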
# RAD52 anneal inh – blocks human RAD52 DNA annealing | inhibition, % at 18.7 µM | AID 651710 | recombinant RAD52 DNA annealing, FRET fluorescence | actives 0.46% (n = 360,000);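 active means every replicate showing at least 50% inhibition; inconclusive means mean inhibition at least 50% but not in every replicate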
# Target sequence (P43351 whole entry, looked up): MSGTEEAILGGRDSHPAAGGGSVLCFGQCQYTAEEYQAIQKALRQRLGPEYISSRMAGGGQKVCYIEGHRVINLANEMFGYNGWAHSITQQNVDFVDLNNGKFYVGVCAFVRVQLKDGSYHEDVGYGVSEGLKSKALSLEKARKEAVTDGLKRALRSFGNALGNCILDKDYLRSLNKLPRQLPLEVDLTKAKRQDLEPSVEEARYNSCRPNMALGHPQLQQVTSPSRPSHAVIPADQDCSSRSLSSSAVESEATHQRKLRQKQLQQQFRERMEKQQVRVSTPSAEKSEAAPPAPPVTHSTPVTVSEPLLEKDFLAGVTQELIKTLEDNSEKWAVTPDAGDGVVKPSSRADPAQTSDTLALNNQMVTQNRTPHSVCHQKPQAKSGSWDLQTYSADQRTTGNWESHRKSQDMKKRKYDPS
# RAD54 branch – inhibitors of human RAD54 branch migration; inhibition, % at 10.4 µM; Q92698; RAD54 Holliday junction branch migration, FAM/BHQ fluorescence; AID 602329; actives 0.14% (n = 360,000);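 active means mean normalized replicate activity at least 40 and at least half of replicates scoring 40 or more; inconclusive means only one of the two criteria met; inactive means mean below 40 and under half of replicates reaching 40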;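 further: 0% = median of neutral control wells and 100% = median of positive control wells; inhibitors cause a drop in the FAM fluorescence signal; in these data hits start at about 50%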
# INS-1E GSIS act – GLuc luminescence reporter in INS-1E cells, primary screen for activators of glucose-dependent secretion of insulin; INS-1E GLuc reporter insulin secretion, 2-3 h; activation, % at 16.6 µM; actives 0.61% (n = 370,000); AID 743287;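 active means lowest replicate activation of at least 40%, so every replicate reaches that level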;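 further: 0% = median of neutral control wells and 100% = median of IBMX positive control wells; some compounds called inactive have numbers as strong as hits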
# Numbers without * were called inactive; ? = inconclusive; nt = no result given; & = joins results of further samples.
no.	compound	ARNT-TACC3 inh	Xi reactivation	CFTR F508del cor	esBAF inh	ERAP1 inh	RAD52 anneal inh	RAD54 branch	INS-1E GSIS act
1	O=C(NC(NCc1ccccn1)(C(F)(F)F)C(F)(F)F)c1ccco1	37	nt	-1.3	4	3	-11	-2	3
2	Cc1cc(N/C(=C\C(=O)c2ccccc2)c2ccccc2)ccc1Br	nt	0.2	-3.8	nt	1	-4	nt	-21
3	COc1cc(C(=O)NCCNc2nc3c(C)cccc3cc2C#N)cc(OC)c1OC	nt	0.2	-1.8	15	-4	-25	-8	nt
4	Cc1cc(C(=O)NNc2cc(Cl)ccc2Cl)no1	-26	0.0	nt	6	5	1	8	6
5	CCCCc1sc(-c2c(C#N)c(N)nc3c2CCCCC3)cc1[N+](=O)[O-]	-4	nt	nt	6	nt	nt	-13	0
6	CCc1ccc(NC(=O)CCc2ccc(C)o2)cc1	4	0.0	-2.7	11	-3	-8	4	-11
7	COc1ccc(-c2oc3c(c2C(=O)OCCCO)C(OCCO)CCC3)cc1 (centres undefined)	nt	0.1	1.6	nt	nt	2	nt	13
8	COc1cc(C)ccc1OCc1cc(C(=O)NC2CCOCC2)no1	nt	0.1	-0.8	47*	-8	-15	2	-7
9	CC(C)(C)C(=O)N1CCC2CC1c1cc(Cl)ccc12 (centres undefined)	-5	0.1	0.9	-5	0	-2	-16	24
10	Cc1cn([C@H]2C[C@H](O)[C@@H](CNCc3cc(Cl)ccc3OCc3ccc(Cl)cc3)O2)c(=O)[nH]c1=O	nt	0.1	-2.4	6	-1	-53	4	-10
11	CCCC(=O)Nc1ccc2c(c1)OC[C@H](C)N(C(C)=O)C[C@@H](C)[C@@H](OC)CN(C)C2=O	-6	0.5	nt	6	-2	2	-4	22
12	O=C(COC(=O)CNS(=O)(=O)/C=C/c1ccccc1)Nc1cc(S(=O)(=O)N2CCCCC2)ccc1Cl	nt	0.5	0.3	nt	0	-27	nt	-7
13	COc1cc(CCC(=O)OCC(=O)Nc2c(C)cc(C)cc2C)cc(OC)c1OC	-5	-0.1	nt	nt	-1	-10	nt	22
14	O=S1(=O)CC(N2CCCCC2)CN1Cc1ccccc1 (centres undefined)	nt	0.0	-3.2	2	nt	3	5	23
15	COc1cc(/C=C/C(=O)OCC(=O)NCc2ccccc2OC)ccc1O	nt	0.0	0.6	-6	-2	-1	nt	23
16	CC(C)n1c(=O)nc(-c2ccccc2)c2cc3c(cc21)OCO3	nt	0.0	1.1	-5	6	-5	-5	nt
17	Cc1cc(N2CCN(C)CC2)nc2ccc(NC(=O)CCC3CCCC3)cc12	2	0.0	2.7	-15	-7	7	18	-8
18	O=C(COC(=O)/C=C/c1ccccc1Cl)Nc1cccnc1Cl	-2	0.0	-1.1	4	-1	-5	0	36
19	CNC(=S)NNC(=O)c1sccc1C	-32	3.4	nt	nt	nt	nt	5	22
20	C[C@H](CO)N1C[C@H](C)[C@H](CN(C)S(=O)(=O)c2cccs2)Oc2ccc(NC(=O)NC3CCCCC3)cc2C1=O	2	0.1	-1.3	1	1	9	7	-14
21	O=C(C[C@@H]1CC[C@@H]2[C@H](COC[C@H](O)CN2Cc2ccccc2)O1)N[C@H]1CCN(Cc2ccccc2)C1	8	-0.1	5.2	-4	2	16	-19	4
22	COc1ccc(NC(=O)N(C)C[C@@H]2Oc3c(NC(=O)C4CC4)cccc3C(=O)N([C@H](C)CO)C[C@@H]2C)cc1	-7	-0.8	-3.3	6	0	-9	7	5
23	COCC(=O)Nc1ccc2c(c1)[C@@H]1C[C@H](CC(=O)NCc3ccc(-c4ccccc4)cc3)O[C@H](CO)[C@@H]1O2	-6	0.0	1.8	6	-2	9	7	-7
24	CCC(=O)Nc1nnc(SCC(=O)NCCc2ccc(OC)c(OC)c2)s1	nt	0.1	1.3	nt	4	-13	nt	-2
25	Cc1noc(C)c1NC(=O)Nc1ccc2c(c1)C(=O)N([C@@H](C)CO)C[C@H](C)[C@@H](CN(C)Cc1ccc(C(F)(F)F)cc1)OCCCC[C@@H](C)O2	8	-1.3	-0.5	-1	4	-3	-1	-5
26	CCCN1C[C@@H](C)[C@H](OC)CN(C)C(=O)c2cc(NC(=O)C3CCOCC3)ccc2OC[C@@H]1C	5	0.0	1.8	2	-1	4	4	1
27	CN1C(C(=O)NCc2ccccc2)CC2Cn3c(nc4cc5ccccc5cc43)C21 (centres undefined)	1	0.1	1.3	10	1	-9	2	-14
28	C[C@@H]1CCCCO[C@H](CN(C)S(=O)(=O)c2cccs2)[C@@H](C)CN([C@H](C)CO)C(=O)c2cc(NC(=O)Nc3ccc(C(F)(F)F)cc3)ccc2O1	-5	0.0	2.8	2	-2	-13	-11	-23
29	c1ccc(Nc2nc(-c3ccccc3)ns2)cc1	10	0.1	0.9	21	3	1	-7	19
30	COc1ccc2c3c([nH]c2c1)[C@@H](CO)N(C(=O)C1CCCCC1)CC31CN(C(=O)NC(C)C)C1	nt	0.3	-0.3	nt	1	-18	nt	23
31	O=C(NCCCNC(=O)c1ccc(-c2cccc(Cl)c2)o1)c1cnccn1	-1	0.0	-0.4	-6	0	2	nt	11
32	CCOc1ccc(NC(=O)C2CCN(C(=O)N3CCOc4ccccc43)CC2)cc1	1	-0.4	-2.5	-2	1	-8	-2	-5
33	CC(=O)N1CCCCN2[C@H](CO)[C@@H](c3ccc(-c4cccc(C)c4)cc3)[C@@H]2C1	-2	0.0	-0.2	nt	-2	-9	1	-15
34	CCCn1c(=O)c2ccccc2n2c(SC(C)C(N)=O)nnc12 (centres undefined)	7	0.1	0.6	-4	2	0	-9	13
35	Clc1ccc(SCc2cn3cccnc3n2)cc1	-1	nt	nt	?	nt	nt	4	3
36	CCOc1ccc(NC(=O)CSc2nnc(Cc3csc(C)n3)o2)cc1	-7	0.4	0.7	-4	-1	-4	-11	-5
37	Cc1cccc(C(=O)OCC(=O)NNC(=O)c2cccs2)c1O	0	0.0	-0.5	-2	1	1	-2	1
38	Cc1ccc(NC(=O)n2ncc3c(C)cccc32)cc1F	-11	0.0	0.7	nt	2	-13	nt	20
39	C[C@]1(C(=O)NCc2ccccc2)c2ccccc2C(=O)N(Cc2ccc(OC(F)(F)F)cc2)[C@H]1c1ccc(CO)cc1	1	nt	0.0	nt	1	3	0	nt
40	COc1cccc(CN2CCN(C(=O)c3cc(-c4ccccn4)nc4ccc(Cl)cc34)CC2)c1	7	8.4	-2.1	nt	0	-34	nt	1
41	O=C(CC1C(=O)NCCN1Cc1cccc(Oc2ccccc2)c1)NCCc1cscn1 (centres undefined)	nt	0.7	5.2	nt	-2	-29	nt	-9
42	O=C(C[C@H]1C[C@H]2c3cc(NC(=O)Nc4ccccc4F)ccc3O[C@H]2[C@@H](CO)O1)NC1CCCCC1	-7	0.1	-5.4	-2	-2	-9	1	11
43	Cc1ccc(NC(=O)c2ccccc2F)c(NC(=O)c2ccccc2F)c1	-1	0.0	0.0	58*	-3	-30	-8	nt
44	Cc1cc(C)cc(OC(C)C(=O)Nc2ccccc2C(=O)NCc2cccnc2)c1 (centres undefined)	6	0.0	-0.5	4	-3	-24	0	6
45	O=C(Nc1ccc2c(c1)OCO2)c1csc([C@H]2C[C@H](O)[C@@H](CO)O2)n1	nt	0.2	2.4	21	0	-4	3	6
46	C[C@@H]1CN([C@H](C)CO)C(=O)c2cc(NC(=O)C3CCCCC3)ccc2O[C@@H](C)CCCCO[C@@H]1CN(C)C(=O)Nc1cccc2ccccc12	-4	-1.0	-3.8	11	-1	-10	6	3
47	CCC(C(=O)OCCOCCN(CC)CC)c1ccccc1 (centres undefined)	nt	-0.1	3.3	nt	-2	-7	4	21
48	N#C[C@H]1[C@@H](c2ccc(/C=C/c3ccccc3)cc2)[C@@H](CO)N1C(=O)C1CCCCC1	5	0.1	3.2	5	-3	-81	-9	16
49	CCN1CCN(c2ccc(S(=O)(=O)N3CCOCC3)cc2NC(=O)c2ccc(OCC(C)C)cc2)CC1	nt	0.0	-6.9	-7	1	-1	-1	-3
50	CCOC(=O)c1sc(-c2ccccc2)cc1NC(=O)Nc1ccccc1	-3	0.6	nt	nt	1	-85	-5	nt
51	O=C(C1CCCN(S(=O)(=O)c2cccc3nsnc23)C1)N1CCCCCC1 (centres undefined)	nt	0.0	-1.2	nt	3	-12	nt	-3
52	CCN(CC)c1ccc(NC(=O)CN2CCN(S(=O)(=O)c3cc(Cl)ccc3OC)CC2)cc1	11	nt	nt	9	nt	nt	-9	-34
53	O=C(Nc1ccccc1)c1cc2ccc3ccccc3c2s1	-1	0.0	2.4	79*	-1	-14	-7	3
54	Cc1ccc([N+](=O)[O-])c2c1C(N1CCCCC1)C(C)(C)O2 (centres undefined)	-3	0.0	nt	nt	-5	-9	nt	6
55	COc1ccc(OCC(=O)NC(=S)Nc2ccc(S(=O)(=O)Nc3cc(C)on3)cc2)cc1	2	0.2	-1.9	-9	-4	2	0	-2
56	CN(C(=O)COC(=O)c1cnc(Cl)c(Cl)c1)C1CCS(=O)(=O)C1 (centres undefined)	5	0.0	-2.6	3	1	4	5	16
57	COC(=O)[C@@H](Cc1c[nH]c2ccccc12)NCc1cccc(B(O)O)c1	-3	0.0	0.2	0	nt	-19	0	20
58	COCC1CCN(C(=O)C2CCC(=O)N(Cc3cccc(F)c3)C2)CC1 (centres undefined)	0	0.1	-1.1	nt	2	-9	6	28
59	Cc1ccc(-c2nc3ccccc3c(=O)n2-c2c(C)n(C)n(-c3ccccc3)c2=O)cc1	-2	-0.1	-2.1	3	0	-8	4	3
60	COc1ccccc1OCCC(=O)Nc1cccc(S(=O)(=O)N2CCCCC2)c1	3	2.1	nt	-4	nt	nt	-7	-15

# New compounds follow.
no.	compound	ARNT-TACC3 inh	Xi reactivation	CFTR F508del cor	esBAF inh	ERAP1 inh	RAD52 anneal inh	RAD54 branch	INS-1E GSIS act
61	COc1ccccc1OCc1cc(C(=O)NCCN2CCCC(O)C2)no1 (centres undefined)	nt	0.0	-0.5	5	2	-2	0	24
62	CO[C@H]1CN(C)C(=O)c2ccc(NC(=O)Nc3cc(Cl)cc(Cl)c3)cc2OC[C@@H](C)NC[C@H]1C	nt	0.2&0.1&0.1	2.3	-7	nt	64*	15	12&-2&-12
63	CC(=O)c1ccc(S(=O)(=O)NCc2nnnn2-c2ccccc2)cc1	-1	0.2	1.0	-5	3	-23	-15	15
64	CCOC(=O)C(C(=O)OCC)N(C#N)c1nc(N(C)C)nc(N(C)C)n1	-2	0.0	-4.5	-2	1	-1	-6	15
65	Oc1ccc(Br)cc1C=Nc1ccc2c3c(cccc13)CC2	3	105*	-1.0	nt	-1	-27	nt	-14
66	COCC(=O)Nc1ccc2c(c1)OC[C@H](C)N(C(=O)Cc1cccnc1)C[C@@H](C)[C@@H](OC)CN(C)C2=O	-11	0.5	-2.8	4	2	-10	-4	4
67	CCS(=O)(=O)N1CC2(C1)[C@H](c1ccccc1)[C@H](CO)N2C(=O)c1ccccc1	nt	0.0	1.8	nt	-1	-8	nt	1
68	O=C(COC(=O)c1ccc(F)cc1Cl)NC1CCS(=O)(=O)C1 (centres undefined)	15	0.2	2.5	0	2	-3	-6	0
69	CC(C)C#Cc1ccc([C@H]2[C@@H](CO)N3C(=O)CN(C(=O)c4ccccn4)C[C@@H]23)cc1	nt	0.0	-2.7	nt	2	-3	nt	-10

# Compounds were not picked by outcome; overall some 3.3% were active at least once.
